Eya2 phos inh – qHTS Assay for Inhibitors of the Phosphatase Activity of Eya2 | Protein phosphatase EYA2 (Homo sapiens), O00167 | recombinant Eya2, OMFP fluorescence dephosphorylation (OMFP is methylfluorescein phosphate) | Potency, µM (top dose mostly 76.9 µM), for inactives: at the top dose activity, negative = inhibition, actives largely listed as inhibitors | 330,000 tested, 0.006% active | AID 488837, 2010; further: potency means the concentration at half of the fitted maximal effect; on the % scale 0 is the no-effect control and ±100 the full control effect
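Eya2 protein (added as 0.2 uM solution) was preincubated with compound for 10 min at ambient temperature in 50 mM HEPES pH 7.5, 50 mM NaCl, 5 uM MgCl2, 0.05% BSA, 1 mM DTT. OMFP (added at 50 uM) then reacted 10 min; fluorescence read at 485/525 nm.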
p53 reactivation – qHTS assay for re-activators of p53 using a Luc reporter; H1299 p53-A138V BP100-luciferase reporter, luminescence, 24 h; Potency, µM (titrated, usually from 92.2 µM), without a hit: at the top dose activity change, positive = activation, hits mostly activators; 320,000 tested, 0.063% active; further: potency means the concentration at half of the fitted maximal effect; % of control where 0% means no effect; nearly all actives have a fitted effect of over 45% in size
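H1299 (p53-null), stable ts p53-A138V + BP100-Luc; 1000 cells/well, Opti-MEM/10% FBS; cpd 4 pt, 1:5; 24 h, 37 deg C, 5% CO2; detection reagent 10 min RT; luminescence.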
TRPV1 ag – HTS Assay for Compounds that Act as Agonists of the Vanilloid Receptor 1; TRPV1-expressing cells, Fluo-8 calcium influx, agonist mode; activation, % at 8.33 µM; 320,000 tested, 0.19% active; in the data active means activation above about 80%; inconclusive means between about 30% and that limit; further: 0% is about no effect
Target sequence (Q8NER1 whole entry, looked up): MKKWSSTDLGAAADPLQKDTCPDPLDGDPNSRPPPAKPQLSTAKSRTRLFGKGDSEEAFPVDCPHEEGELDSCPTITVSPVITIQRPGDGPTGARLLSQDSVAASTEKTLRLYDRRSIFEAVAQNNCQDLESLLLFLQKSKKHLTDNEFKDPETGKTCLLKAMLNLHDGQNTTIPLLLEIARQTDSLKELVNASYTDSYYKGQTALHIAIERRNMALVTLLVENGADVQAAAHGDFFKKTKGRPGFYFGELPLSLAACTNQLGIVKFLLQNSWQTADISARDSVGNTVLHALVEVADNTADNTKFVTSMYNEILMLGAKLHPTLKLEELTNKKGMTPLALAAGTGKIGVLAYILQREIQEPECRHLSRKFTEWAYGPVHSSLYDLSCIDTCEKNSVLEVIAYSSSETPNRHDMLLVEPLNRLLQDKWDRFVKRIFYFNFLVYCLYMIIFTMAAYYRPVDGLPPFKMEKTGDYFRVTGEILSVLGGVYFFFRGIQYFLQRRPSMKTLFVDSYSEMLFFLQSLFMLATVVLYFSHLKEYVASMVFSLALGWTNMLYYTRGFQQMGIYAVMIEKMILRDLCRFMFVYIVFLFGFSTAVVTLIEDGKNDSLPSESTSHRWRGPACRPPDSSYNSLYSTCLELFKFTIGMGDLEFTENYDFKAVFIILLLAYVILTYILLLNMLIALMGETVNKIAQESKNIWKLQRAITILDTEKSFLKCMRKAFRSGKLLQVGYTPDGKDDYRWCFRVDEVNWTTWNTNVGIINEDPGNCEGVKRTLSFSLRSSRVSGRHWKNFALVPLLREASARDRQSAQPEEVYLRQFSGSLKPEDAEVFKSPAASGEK
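Cells expressing TRPV1 were dye-loaded with Fluo-8 and read kinetically: 10 s baseline, 3 min after compound (agonist portion), then 2 min after EC20 capsaicin (allosteric enhancer portion). Calcium-bound dye fluorescence at 480/520 nm.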
USP2a inh – qHTS Assay for Inhibitors of Ubiquitin-specific Protease USP2a Using CHOP2 as the Reporter; Ubiquitin carboxyl-terminal hydrolase 2 (Homo sapiens), O75604; USP2 core, Ub-CHOP2 coupled fluorogenic reporter, 485/531; Potency, µM (top dose mostly 38.3 µM), inactives show top-dose activity change, negative = inhibition, usual class: inhibitors; 330,000 tested, 0.01% active; AID 463254, 2010;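 further: potency means the concentration at half of the fitted maximal effect; plate controls were DMSO wells for no effect and full inhibition by NEM control for full effect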
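Deubiquitinase activity read as fluorescence (485/531 nm) after Ub-CHOP2 cleavage activates the enterokinase reporter on its substrate; USP2 core 10nM, Ub-CHOP2 and substrate 25nM each, 30min compound preincubation then 60min RT; data normalized to NEM, curves fitted.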
Integrin act MD – qHTS for Activators of Integrin-Mediated Alleviation for Muscular Dystrophy; alpha7betagal myoblasts, beta-gal FDG fluorescence, 48 h; Potency, µM (titrated, usually from 38.3 µM), inactives show top-dose activation, actives largely listed as activators; 350,000 tested, 0.064% active;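 further: potency means the concentration at half of the fitted maximal effect; 100% = response of the positive control SU9516; nearly all actives have a fitted effect of over 60% in size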
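Alpha7betagal+/- myoblasts (passage 13) were plated 16-24 hr, then exposed to compounds (1:260 dilution of DMSO stock) for 48 hours at 37C. After MPER lysis, β-galactosidase reporter activity was read as FDG fluorescence (ex 480/em 540) after 30 minutes.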
BRCA1 expr up – qHTS Assay to Identify Small Molecule Activators of BRCA1 Expression | 380,000 tested, 1.1% active | MCF7-BRCA1-FFLuc reporter, luminescence, 48 h; response scale: scaled: vehicle 0%, 10 µM genistein 100% | Potency, µM (highest dose often 46.1 µM), for the others: at the top dose activation, usual class: activators; further: potency means the concentration at half of the fitted maximal effect; nearly all actives have a fitted effect of over 80% in size; some results filed as inactive show a strong effect at the top dose
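Reporter cells (MCF7, BRCA1 promoter-firefly luciferase) received library compounds across a concentration series for 48 h. End-point luminescence was measured and concentration-effect curves derived after normalization.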
ASM inhibitor – Inhibitors of Secretory Acid Sphingomyelinase (S-ASM): qHTS; Sphingomyelin phosphodiesterase (Homo sapiens), P17405; 340,000 tested, 0.006% active; placental ASM, HMU-PC fluorogenic substrate, 60 min; Potency, µM (doses to about 57.5 µM), for the others: top-dose activity change, negative = inhibition, most hits filed as inhibitors; AID 504937, 2011; further: potency means the concentration at half of the fitted maximal effect
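qHTS format. ASM enzyme prepared from human placenta hydrolyses the fluorogenic substrate HMU-PC0 (9 uM final) over 60 min at 37 °C after a 10 min compound preincubation.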
PTAP TSG101 blk – qHTS Assay for Iinhibitors of HIV-1 Budding by Blocking the Interaction of PTAP/TSG101 | Potency, µM (titrated, usually from 115 µM), inactives show at the top dose activity change, negative = inhibition, hits mostly inhibitors | 340,000 tested, under 10 active | Fluorescence polarization, FITC-PTAP peptide / Tsg101 binding | Tumor susceptibility gene 101 protein (Homo sapiens), Q99816 | AID 493005, 2010; active means well fitted inhibition curve with a large enough effect in the main read-out, with a control signal flat, not every such curve was filed as active; inconclusive means small, poorly fitted or top-dose-only effect, or effect the other way, or a change in a side signal; inactive means no such curve, though single readings can be large or run the other way; further: potency means the concentration at half of the fitted maximal effect; % of control where 0% means no effect
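Compounds were pin-transferred onto Tsg101 binding domain (10 uM final) in HEPES pH 7.5 buffer, then FITC-PTAP peptide was added at 50 nM final. After 20 min at RT, polarization reported peptide displacement across a qHTS concentration series.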
ELG1 genotox – qHTS screen for small molecules that induce genotoxicity in human embryonic kidney (HEK293T) cells expressing luciferase-tagged ELG1 | HEK293T ELG1-luciferase reporter, luminescence, 16 h | Potency, µM (titrated, usually from 46 µM), for the others: top-dose activity change, positive = activation, actives largely listed as activators | 330,000 tested, 1.3% active | AID 504466, 2011; further: potency means the concentration at half of the fitted maximal effect; % of control where 0% means no effect; nearly all actives have a fitted effect of over 60% in size
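Cells (2,000/well) expressing the ELG1-luciferase fusion are dosed by pin tool and kept 16 hr at 37 °C, 5% CO2. Signal comes from ONE-Glo luciferase reagent after 30 min at room temperature.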
uPA generation – qHTS for Inhibitors of Cell Surface uPA Generation | cell surface uPA generation assay, qHTS | Potency, µM (titrated, usually from 38.3 µM), without a hit: at the highest dose activity change, negative = inhibition, most hits filed as inhibitors | 330,000 tested, 0.31% active; active means well fitted inhibition curve with a large enough effect; inconclusive means small, poorly fitted or top-dose-only effect; inactive means no such curve, though single readings can be large or run the other way; tested in mouse RAW 264.7 cells; further: potency means the concentration at half of the fitted maximal effect; on the % scale 0 is the no-effect control and ±100 the full control effect; nearly all actives have a fitted effect of over 55% in size
B2AR arrestin – qHTS assay of beta-arrestin-biased ligands of beta2-adrenergic receptor; beta-arrestin recruitment to beta2AR, cell-based reporter; Potency, µM (doses to about 46.1 µM), for inactives: at the highest dose activation, hits mostly activators; 330,000 tested, 0.02% active;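 further: potency means the concentration at half of the fitted maximal effect; 0% = DMSO controls and full agonism = EC100 isoproterenol or metaproterenol; nearly all actives have a fitted effect of over 65% in size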
Active calls of the source: *; u = inconclusive; x = not tested or not shown; [ ] = another dose, or the depositor's remark. Unless noted, the call rests on the fitted dose curve; in most records, active means well fitted curve in the direction sought with a large enough effect; inconclusive means small, poorly fitted or top-dose-only effect, or another doubt; inactive means no such curve, though single readings can be large; an effect the other way counts as inactive or inconclusive. Rows are unselected; any-hit rate near 2.6%.

structure	TRPV1 ag	USP2a inh	Integrin act MD	ELG1 genotox	ASM inhibitor	B2AR arrestin	uPA generation	p53 reactivation	BRCA1 expr up	Eya2 phos inh	PTAP TSG101 blk
COc1ccc(NC(C)=O)cc1NC(=O)CN1CCN(c2ccccn2)CC1	1	1%	-1%	1%	2%	-0.8%	-4%	4%	17%	-15%	0%
COCCn1nnnc1CN1CCC(C)CC1	1	-1%	12%	0%	3%	0.4%	-1%	-3%	0%	8%	-3%
CC(NC(=O)c1ccccc1Cl)NC(=O)c1ccccc1Cl	-1	2%	-8%	-10%	-6%	-0.4%	9%	u	10%	10%	-3%
CCOC(=S)SCC(=O)N1CCc2ccccc2C1C1C(=O)CC(C)(C)CC1=O (stereo not drawn)	1	5%	5%	-1%	-4%	-0.6%	7%	-2%	-1%	-5%	-1%
N/C(=N\OS(=O)(=O)c1ccccc1)c1ccccn1	1	0%	-11%	3%	-2%	-1.8%	-16%	7%	-1%	-3%	1%
O=C(O)CC(SCC(=O)Nc1ccc(S(=O)(=O)N2CCCC2)cc1)C(=O)O (stereo not drawn)	1	0%	4%	1%	0%	0.2%	0%	7%	23%	11%	-5%
O=S(=O)(Nc1c(S(=O)(=O)c2ccccc2)c2nc3ccccc3nc2n1C1CCCCC1)c1ccccc1	7	2%	-5%	-3%	x	4.1%	-8%	1%	-37%	6%	-8%
O=C(Nc1c2c(nn1-c1ccc(F)cc1)CS(=O)(=O)C2)C1CCCC1	0	4%	-4%	-4%	1%	0.4%	u	8%	10%	0%	-3%
OCCNc1ccc(Cl)cc1	1	3%	-10%	26%	2%	-0.2%	2%	u	6%	10%	-1%
COC(=O)c1cc(NC(=O)CN(c2cccc(OC)c2)S(=O)(=O)c2ccccc2)ccc1Cl	1	0%	30%	-11%	-9%	-0.7%	-8%	0%	-71%	-8%	0%
CC(C)CC(=O)NC1(C(F)(F)F)C(=O)Nc2c1c(=O)[nH]c(=O)n2Cc1ccco1 (stereo not drawn)	-1	6%	-3%	0%	4%	0.1%	1%	-1%	0%	0%	-5%
N#CCSc1nnc2sc3ccccc3n12	x	-1%	-1%	5%	8%	-1.2%	-19%	-1%	19%	7%	-10%
Cc1nc(NC(=O)CSc2nccn2C)sc1C(=O)N(C)C	-6	2%	-2%	u	-1%	0.5%	0%	15%	36%	6%	-1%
O=C(CCN=C1NS(=O)(=O)c2ccccc21)OCc1nnc(-c2ccc([N+](=O)[O-])cc2)o1	x	1%	-3%	0%	-3%	0.0%	8%	-3%	-5%	-30%	-2%
C/C=C/n1ccnc1CC(O)(c1ccccc1)c1ccc(C)cc1 (stereo not drawn)	x	x	13%	x	-2%	x	16%	x	-3%	x	-1%
C=CCN1C=CC(=C/C=C(/C#N)C(=O)OCC)C=C1	19	u	-3%	7.3µM*	-23%	-0.4%	-11%	u	u	7%	u
COc1ccccc1NS(=O)(=O)c1ccc2c(c1)CCN2C(=O)CCC(=O)O	-9	7%	6%	3%	7%	-0.1%	2%	1%	20%	4%	-5%
CC(c1ccccc1)n1c(NCCCn2ccnc2)nc2c1c(=O)[nH]c(=O)n2C (stereo not drawn)	3	1%	x	11%	x	0.3%	x	0%	x	-3%	x
CN1CCN(C(=O)c2cnn(-c3ccccc3)c2NC(=O)c2ccccc2Br)CC1	3	-1%	7%	1%	47%[activator]	-0.5%	-4%	1%	-6%	16%	1%
O=C(Nc1cccc2ccccc12)c1ccccc1NS(=O)(=O)c1cccc2cccnc12	0	1%	21%	-3%	3%	-0.8%	-3%	5%	-17%	4%	-4%
CN(C)C(=S)NC(=S)Nc1ccc2ccccc2c1	x	x	-43%	x	-2%	x	3%	x	-34%	x	-2%
Cc1cc(-c2csc(N)n2)c(C)n1C	3	10%	0%	0%	-5%	0.3%	-5%	0%	-2%	-9%	-4%
Cc1ccc(C2NC(=S)NC3=C2N2CCC3CC2)cc1 (stereo not drawn)	5	0%	27%	-3%	5%	0.2%	2%	-1%	-18%	-3%	1%
CC(=O)N1CCN(Cc2nc3cc(NC(=O)c4ccc(Cl)cc4)ccc3n2C)CC1	-5	-7%	-12%	-3%	-3%	-0.2%	2%	1%	-35%	6%	1%
CC(=O)Nc1cccc(OCC(=O)Nc2ccc(F)cc2)c1	3	0%	3%	5%	1%	-0.2%	-2%	u	43%	-11%	6%
CC(Oc1ccccc1)C(=O)Nc1cc(Cl)ccc1-n1cncn1 (stereo not drawn)	u	4%	-10%	11%	4%	-0.5%	9%	-11%	-34%	8%	-4%
CSc1ccccc1C(=O)NCCS(=O)(=O)N1CCN(c2ccc(F)cc2)CC1	6	0%	1%	-5%	-1%	0.2%	-1%	2%	-17%	-8%	2%
Cc1ccc(-n2cnc3c(=O)[nH]cnc32)cc1	x	x	-26%	x	1%	x	-3%	x	35%	x	-5%
Cc1nc2cc(NC(=O)COc3ccc(C#N)cc3)ccc2n1-c1ccccc1	-4	7%	4%	-3%	-2%	-0.7%	-6%	5%	8%	4%	-7%
COC(=O)C(NC(=O)c1ccccc1)(Nc1nccs1)C(F)(F)F (stereo not drawn)	-6	5%	8%	-1%	2%	-0.2%	-4%	-2%	-1%	-10%	-2%
Cc1ccc(CC(=O)NNC(=O)c2cccs2)cc1C	-4	1%	8%	3%	1%	-0.4%	1%	10%	3%	27%	-5%
CCOC(=O)N1CCN(Cc2nc3cc(NC(=O)c4ccco4)ccc3n2CC)CC1	0	0%	4%	0%	2%	-0.7%	-3%	-14%	57%	9%	-2%
CN(C)S(=O)(=O)c1cccc(NC(=O)c2ccc(S(=O)(=O)N3CCCCC3)cc2)c1	-1	-1%	-16%	-3%	x	0.1%	5%	-5%	-44%	-5%	-7%
COc1ccccc1C(=O)NCC(=O)OCC(=O)c1ccc(Cl)s1	-6	-1%	25%	1%	-1%	-1.0%	7%	-7%	-29%	12%	-3%
Cc1oc2c(CN3CCCC3)c(O)ccc2c(=O)c1-c1ccc(Br)cc1	2	1%	u	1%	29%	0.0%	0%	2%	-3%	-12%	3%
COc1ccc(-c2nnc(SCC(=O)N3CCOCC3)n2C)cc1OC	4	0%	-22%	-2%	7%	-0.2%	1%	14%	6%	-1%	-4%
COc1ccc(OC)c(CN2CCN(C(=O)CNC(=O)c3ccccc3F)CC2)c1	x	1%	-10%	-4%	1%	-0.3%	0%	2%	-1%	-9%	-5%
COc1cc(NC(=O)c2cc(-c3cccnc3)nc3ccc(Br)cc23)cc(OC)c1	-2	2%	-53%[inhibitor]	7%	-5%	-0.2%	5%	-6%	-19%	-5%	-1%
Cc1ccc(CNC(=O)CNC(=S)N(Cc2ccccc2)Cc2ccccc2F)cc1	20	3%	-15%	-9%	-2%	-0.4%	2%	-3%	-35%	4%	-2%
CN(CCOC(=O)c1ccco1)Cc1ccccc1	1	7%	u	3%	5%	-1.0%	1%	-1%	12%	12%	-5%
COc1ccc(CC(=O)Nc2nnc(CC(C)C)s2)cc1S(=O)(=O)N1CCOCC1	0	3%	-12%	1%	-3%	-0.3%	-2%	-3%	-25%	12%	-3%
NC(=S)Cc1ccc(Cl)cc1Cl	1	-3%	0%	0%	4%	-0.3%	5%	-5%	0%	-3%	0%
COc1ccc(S(=O)(=O)N2CCC(C(=O)N3CCc4ccccc4C3)CC2)cc1C	3	x	-17%	x	-1%	x	x	x	-32%	x	-1%
COc1cccc(C(=O)NC(=S)Nc2nnn(C)n2)c1	-5	0%	-6%	10%	-1%	2.2%	-3%	20%	9%	4%	-2%
